# PLC-beta3 inh: blocks human PLC-beta3 enzyme activity | 370,000 tested, 0.18% active | Purified PLC-beta3, fluorogenic substrate, fluorescence | AID 720704 | inhibition, % at 12.2 µM | Q01970; in the data active = inhibition above about 11%;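 also: 0% = median of compound wells on plate and 100% = full blocker control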
# SIAE inh: blocks human sialic acid acetylesterase. inhibition, % at 9.66 µM. 370,000 tested, 0.69% active. Q9HAT2. SIAE FP-Rh probe binding, fluorescence polarization;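 active = inhibition above a cutoff: mean of compounds within the control limits plus 3 SD of those, cut at about 17% in these data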;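 also: 0% = plate median of compound wells and 100% = probe without SIAE protein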
# TDP2 inh: blocks human TDP2 phosphodiesterase activity; O95551; recombinant TDP2, T5PNP hydrolysis, p-nitrophenol absorbance 415 nm; inhibition, % at 12.8 µM; 370,000 tested, 0.34% active;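 active = inhibition above the mean of all tested compounds plus 3 SD, set per campaign, cut at about 25% in these data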;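 also: 0% = DMSO with enzyme and 100% = buffer with substrate but no TDP2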
#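 Assay system: Recombinant human TDP2 | Quantity: 120 nM TDP2 per well | Incubation: 2 h at 37 °C | Signal: Epi absorbance | Evaluation: Percent inhibition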
# ADAM10 inh: inhibitors of human ADAM10; recombinant ADAM10, EDANS/DABCYL FRET peptide cleavage, 3 h; inhibition, % at 7 µM; 370,000 tested, 0.62% active;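 active = inhibition above a per-campaign cutoff equal to the mean of compounds falling between control-based bounds plus 3 SD, cut at about 20% in these data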;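 also: 0% = DMSO wells while the 100% control is not disclosed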
# ASAP1 inh: ASAP1 ArfGAP inhibition | inhibition, % at 16.5 µM | AID 624377 | ASAP1-stimulated ARF1 GTP hydrolysis, GDP FP detection | 360,000 tested, 0.19% active | Q9ULH1; in the data active = inhibition above about 25%;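 also: 0% = vehicle with enzyme and substrate and 100% = no enzyme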
# PLC-gamma1 inh: PLC-gamma1 (human) inhibition, primary screen; P19174; purified PLC-gamma1, fluorogenic substrate, fluorescence; inhibition, % at 12.2 µM; 370,000 tested, 0.84% active; AID 720700; in the data active = inhibition above about 9.5%
# ADAM17 inh: inhibits human ADAM17. P78536. recombinant ADAM17, EDANS/DABCYL FRET peptide cleavage. inhibition, % at 6.95 µM. 370,000 tested, 0.83% active. AID 720648;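 active = inhibition above the mean of compounds lying between control limits plus 3 SD, set per campaign, cut at about 8.5% in these data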;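 also: 0% = DMSO-only wells as the low control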
# Target sequence (P78536 215-824 limits assumed): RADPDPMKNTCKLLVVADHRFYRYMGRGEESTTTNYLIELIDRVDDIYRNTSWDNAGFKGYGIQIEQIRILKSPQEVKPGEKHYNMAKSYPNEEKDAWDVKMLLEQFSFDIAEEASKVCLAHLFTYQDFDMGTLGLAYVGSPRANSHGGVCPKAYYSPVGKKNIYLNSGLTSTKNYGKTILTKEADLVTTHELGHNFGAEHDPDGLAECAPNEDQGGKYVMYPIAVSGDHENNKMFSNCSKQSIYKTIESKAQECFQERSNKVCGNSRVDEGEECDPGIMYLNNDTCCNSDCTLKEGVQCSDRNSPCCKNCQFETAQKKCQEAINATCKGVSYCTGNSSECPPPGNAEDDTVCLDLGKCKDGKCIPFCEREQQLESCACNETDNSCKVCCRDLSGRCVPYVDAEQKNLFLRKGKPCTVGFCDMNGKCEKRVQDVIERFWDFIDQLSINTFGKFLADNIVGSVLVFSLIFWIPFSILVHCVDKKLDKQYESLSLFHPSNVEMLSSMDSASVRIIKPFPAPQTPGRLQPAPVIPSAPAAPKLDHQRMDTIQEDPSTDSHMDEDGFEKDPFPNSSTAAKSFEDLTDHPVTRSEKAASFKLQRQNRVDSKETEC
# ARFGAP1 inh: rat ARFGAP1 inhibition | 360,000 tested, 0.26% active | Arfgap1-stimulated ARF1 GTP hydrolysis, GDP FP detection | inhibition, % at 16.5 µM | Q62848;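 active = inhibition above a per-plate limit, mean inhibition of low control wells plus 3 SD, cut at about 25% in these data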;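 also: 0% = DMSO wells with enzyme and 100% = wells lacking Arfgap1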
# Target sequence (Q62848 1-136 limits assumed): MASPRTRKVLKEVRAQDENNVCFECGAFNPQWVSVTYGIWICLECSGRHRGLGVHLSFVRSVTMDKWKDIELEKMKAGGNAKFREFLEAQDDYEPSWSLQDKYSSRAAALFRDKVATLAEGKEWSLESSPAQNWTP
#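 Material – truncated rat Arfgap1 GAP domain · Buffer or medium – HEPES-based buffer, pH 7.5 · Reagent – human ARF1(Δ1-17)-GTP substrate · Dosing – 16.5 µM single point, 1.26% DMSO · Schedule – GTP hydrolysis reaction 2 h at 25 °C · Technique – GDP detection by fluorescence polarization · Benchmarks – No-Arfgap1 wells (100%) versus DMSO full-reaction wells (0%) · Repeats – single replicate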
# Tn6 DDE FP: DD(E)-Tn6 binding inhibition, primary FP screen | 370,000 tested, 0.21% active | Fibrin DD(E) TRITC-Tn6 fluorescence polarization displacement | P02675 | inhibition, % at 8.3 µM | AID 720509;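 active = inhibition above a per-campaign cutoff: mean of compounds within control limits plus 3 SD, cut at about 15% in these data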;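 also: 0% = median of all compound wells on the plate and 100% = blocking peptide control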
# Tn7 DDE FP: inhibitors of Tn7 peptide binding to human fibrin DD(E); inhibition, % at 8.3 µM; P02675; 370,000 tested, 0.13% active; FP displacement of FITC-Tn7 peptide from fibrin DD(E); 0% = median of compound wells per plate;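 active = inhibition above the mean of compounds falling within the control limits plus 3 SD of them, cut at about 14% in these data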;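 also: 0% = plate median of compound wells and 100% = 10 µM Aha-Tn7 peptide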
#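 Assay system: Fibrin-DD(E) protein isolated from polymerized human fibrin clots; read-out basis: percent inhibition; medium: Tris/NaCl/CaCl2 buffer, pH 7.8; signal: FP measurement; incubation: 10 min plus 3 h, room temperature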
# Starred values were filed as active, the others as inactive; i = inactive; / = not tested or not shown.
SMILES	PLC-beta3 inh	SIAE inh	TDP2 inh	ADAM10 inh	ASAP1 inh	PLC-gamma1 inh	ADAM17 inh	ARFGAP1 inh	Tn6 DDE FP	Tn7 DDE FP
Cn1c(=O)c2cc(S(=O)(=O)NC(Cc3ccccc3)C(=O)NCC3CCCO3)ccc2n(C)c1=O (stereo not drawn)	2.2	-7.0	-4.2	5.9	-0.1	6.0	2.6	5.0	-5.4	-0.3
CC1=CCC2C(=O)N(Cc3ccccc3)C(=O)C2C1 (stereo not drawn)	1.6	-0.1	10.0	-3.1	1.7	-2.3	-4.1	3.1	3.4	6.4
CCn1c(SCC(=O)Nc2ccc(N(C)C)cc2)nnc1-c1ccco1	-5.6	1.4	2.2	0.1	-3.6	1.0	-1.4	-14.5	-2.7	2.6
COc1cc(C(=O)Nc2ccc3c(c2)OCO3)ccc1OCc1c(C)noc1C	5.3	5.0	-10.4	1.7	8.4	-0.3	0.2	9.5	-9.1	-7.3
CC1(C(=O)NCCc2ccccc2)Cc2c(-c3ccc(C(N)=O)cc3)ccnc2O1 (stereo not drawn)	2.4	-9.2	-4.1	-8.0	12.4	0.1	1.6	-2.3	-5.3	-5.1
CC(=O)Nc1c(-c2ccc(F)cc2)nc2ncccn12	i	3.3	-3.8	i	/	i	-304.4	/	-6.0	4.4
COc1cc(CNc2nc(C)c([N+](=O)[O-])c(C)c2C#N)cc(OC)c1	8.6	-4.3	-10.0	11.1	-1.8	2.6	6.5	14.6	3.0	-5.0
COCCN(C(=O)COC(=O)C12CC3CC(CC(Cl)(C3)C1)C2)c1c(N)n(Cc2ccccc2)c(=O)[nH]c1=O	-1.7	5.0	-1.1	0.6	-16.9	0.6	1.9	3.8	-4.6	2.6
C=C1CCN([C@@H](CC(C)C)C(=O)NCc2ccco2)S(=O)(=O)c2ccccc21	-0.5	1.0	-0.5	-1.4	-19.2	-1.6	-2.5	-3.6	-0.1	-4.5
O=c1c2ccccc2[nH]c(=S)n1CCCN1CCN(C2CCCCC2)CC1	1.0	-1.5	1.1	5.0	-7.3	1.3	-2.0	-5.1	-2.9	0.1
CCC(C)NC(=O)CC1Oc2ccc(C)cc2NC1=O (stereo not drawn)	2.3	2.9	-2.9	1.9	-3.6	2.3	1.7	7.3	4.3	-2.3
CC1=CC(C)(C)N(C(=O)c2ccc(F)cc2)c2cc3c(cc21)OCO3	-0.4	5.0	-1.4	6.8	-1.2	2.1	4.5	-3.0	1.2	-4.4
CC(C)NC(=O)Nc1cccc2c1O[C@H](CN(C)C(=O)NC1CCCCC1)[C@@H](C)CN([C@H](C)CO)C2=O	-0.4	-2.0	7.1	0.3	7.8	-1.2	-4.6	-6.9	-1.9	-1.9
O=C(CN1CCN(C(=O)c2ccco2)CC1)Nc1cccc([N+](=O)[O-])c1	-1.8	-2.9	-6.4	2.4	6.2	2.3	-2.1	2.6	3.4	-4.2
Cc1cc(=O)oc(C)c1C(=O)N1CCN(c2ccc(F)cc2)CC1	1.8	-0.9	5.8	8.2	7.5	0.8	-0.3	4.2	-0.7	0.0
CN(C)c1ccc(/C=C/C(=O)c2c(O)c3ccccc3oc2=O)cc1	-21.6	-52.3	4.9	-4.2	16.4	-12.5	-2.6	1.7	13.0	-1.2
N/C(=N\OC(=O)c1cccnc1)c1ccccc1Cl	-0.5	1.4	-2.4	0.8	-2.5	3.3	0.3	-11.2	-3.6	0.0
CCN(CC)c1cc(C)c2cc(NC(=O)CNC(C)=O)ccc2n1	-38.9	5.7	17.0	i	-5.8	-26.5	-119.9	4.4	8.5	-1.0
CCOc1ccccc1NC(=O)NCCN1CCCCC1	-2.2	-1.9	-0.5	3.2	-12.4	-1.6	-0.4	0.9	4.3	-5.5
O=C(C1CCN(S(=O)(=O)c2cccnc2)CC1)N1CCN(c2cccc(Cl)c2)CC1	2.3	-2.4	6.5	-10.9	-3.1	2.7	-1.6	-2.2	-14.3	-3.2
CSCC(=O)N1CCCC(CO)(Cc2ccccc2C)C1 (stereo not drawn)	1.7	-0.2	6.5	1.2	-9.7	2.0	2.1	7.1	0.5	1.1
O=C(CNC1=NCCC1)c1ccc(Cl)cc1	-0.5	0.2	6.0	-5.2	-6.2	1.2	-1.1	14.9	-4.7	-3.5
O=C(c1cccc(Cl)c1)N1CCC2(CC1)NCCc1[nH]cnc12	-6.4	2.6	-8.4	-13.3	-0.2	-0.9	-1.1	-17.1	3.0	1.4
Cc1ccc(C(=O)Nc2ccc(Br)c(C(F)(F)F)c2)cc1	5.6	-70.8	-9.6	19.1	7.8	4.4	7.1	12.2	-8.0	3.0
CN(Cc1ccccn1)C(=O)c1cc(COc2ccc(F)cc2Cl)on1	0.1	1.4	-4.0	-8.2	2.9	-2.2	-1.1	1.9	-5.2	2.9
CCOc1ccc(C(=O)NCc2ccncc2)cc1	0.3	-2.7	0.1	-5.1	-6.3	-1.8	-1.9	-12.8	5.5	5.9
Cc1oc(-c2cccc(Cl)c2)nc1CN1CCCC(C(=O)NCc2ccco2)C1 (stereo not drawn)	0.8	-8.1	-13.5	-0.4	-0.5	-0.2	-0.5	2.7	5.5	3.7
COCCNC(=S)N(CCO)Cc1cc2cc3c(cc2[nH]c1=O)OCO3	-254.9	2.2	-8.1	i	-7.5	-195.2	-320.1	-3.9	7.6	4.2
OC(c1cccc(Cl)c1)c1nc(-c2cc3ccccc3o2)cs1 (stereo not drawn)	-3.1	-11.8	-6.2	12.6	8.7	-0.7	7.7	3.1	-1.6	0.8
Cc1ccsc1C(=O)N1CCC(N2CCC(C(=O)NCC3CCCO3)CC2)CC1 (stereo not drawn)	-9.0	-19.3	4.3	-6.6	1.8	-11.7	-1.1	3.5	3.9	-1.9
CCN(CC)S(=O)(=O)c1ccc(N2CCCC2)c(NC(=O)Cc2ccc(OC)cc2)c1	-7.1	5.4	-1.1	-3.1	11.6	-2.0	-2.5	7.4	-5.2	1.9
Cc1cc(Nc2ccc(N(C)C)cc2)n2ncnc2n1	-7.8	-5.7	-7.1	3.6	-10.6	0.6	-2.7	3.7	-3.8	0.5
CN1CCN(c2nc3cc(N4CCOCC4)ccc3s2)CC1	-5.8	5.8	14.1	-21.0	-3.6	-1.7	-3.4	2.5	-4.5	-6.8
CCOC(=O)c1ccc(S(=O)(=O)NNC(=O)COc2ccccc2C)cc1	1.1	2.8	2.1	7.8	-1.1	2.5	-1.3	0.8	6.5	2.7
COc1ccc(CNC(=O)C(OC(=O)c2ccco2)c2ccc(F)cc2)cc1 (stereo not drawn)	-1.8	-3.2	15.1	1.9	-1.7	2.0	3.3	-13.9	1.2	1.9
Cc1nn(CC(=O)N2CCN(C(=O)c3ccco3)CC2)c(C)c1[N+](=O)[O-]	4.8	-4.0	-1.7	-2.1	0.5	0.9	-1.9	-1.3	2.5	1.6

# 10 neighbouring entries from above:
SMILES	PLC-beta3 inh	SIAE inh	TDP2 inh	ADAM10 inh	ASAP1 inh	PLC-gamma1 inh	ADAM17 inh	ARFGAP1 inh	Tn6 DDE FP	Tn7 DDE FP
Cc1oc(-c2cccc(Cl)c2)nc1CN1CCCC(C(=O)NCc2ccco2)C1 (stereo not drawn)	0.8	-8.1	-13.5	-0.4	-0.5	-0.2	-0.5	2.7	5.5	3.7
COCCNC(=S)N(CCO)Cc1cc2cc3c(cc2[nH]c1=O)OCO3	-254.9	2.2	-8.1	i	-7.5	-195.2	-320.1	-3.9	7.6	4.2
OC(c1cccc(Cl)c1)c1nc(-c2cc3ccccc3o2)cs1 (stereo not drawn)	-3.1	-11.8	-6.2	12.6	8.7	-0.7	7.7	3.1	-1.6	0.8
Cc1ccsc1C(=O)N1CCC(N2CCC(C(=O)NCC3CCCO3)CC2)CC1 (stereo not drawn)	-9.0	-19.3	4.3	-6.6	1.8	-11.7	-1.1	3.5	3.9	-1.9
CCN(CC)S(=O)(=O)c1ccc(N2CCCC2)c(NC(=O)Cc2ccc(OC)cc2)c1	-7.1	5.4	-1.1	-3.1	11.6	-2.0	-2.5	7.4	-5.2	1.9
Cc1cc(Nc2ccc(N(C)C)cc2)n2ncnc2n1	-7.8	-5.7	-7.1	3.6	-10.6	0.6	-2.7	3.7	-3.8	0.5
CN1CCN(c2nc3cc(N4CCOCC4)ccc3s2)CC1	-5.8	5.8	14.1	-21.0	-3.6	-1.7	-3.4	2.5	-4.5	-6.8
CCOC(=O)c1ccc(S(=O)(=O)NNC(=O)COc2ccccc2C)cc1	1.1	2.8	2.1	7.8	-1.1	2.5	-1.3	0.8	6.5	2.7
COc1ccc(CNC(=O)C(OC(=O)c2ccco2)c2ccc(F)cc2)cc1 (stereo not drawn)	-1.8	-3.2	15.1	1.9	-1.7	2.0	3.3	-13.9	1.2	1.9
Cc1nn(CC(=O)N2CCN(C(=O)c3ccco3)CC2)c(C)c1[N+](=O)[O-]	4.8	-4.0	-1.7	-2.1	0.5	0.9	-1.9	-1.3	2.5	1.6

# Going on with the list.
SMILES	PLC-beta3 inh	SIAE inh	TDP2 inh	ADAM10 inh	ASAP1 inh	PLC-gamma1 inh	ADAM17 inh	ARFGAP1 inh	Tn6 DDE FP	Tn7 DDE FP
Cc1ccc(C(=O)N2CC(=O)Nc3ccc(F)cc3C2c2ccccc2)cc1 (stereo not drawn)	-2.4	7.4	6.4	-3.2	4.2	0.0	0.1	9.8	-1.4	3.9
CC1CCCC2(C1)NC(=S)N(c1ccccc1)N2 (stereo not drawn)	-0.3	9.8	0.0	1.1	-9.6	0.4	-2.2	-2.0	9.6	-3.0
O=C(NC1CCCC1)c1cnn2c(C(F)(F)F)cc(-c3ccco3)nc12	i	9.0	-11.8	-133.1	-0.3	i	-47.7	12.0	-10.3	-8.4
Fc1ccc(-c2csc(NC3=NCCC3)n2)cc1	-4.0	3.9	-3.0	-0.7	2.2	0.3	0.8	11.1	6.2	3.4
CCOc1ccc2c(c1)c(=O)c(S(=O)(=O)c1ccc(CC)cc1)cn2C	-4.3	-6.0	9.2	-15.4	-6.0	-0.6	-5.6	2.6	2.1	3.5
COc1ccc(-c2noc(C3CCCN(C(=O)c4cccs4)C3)n2)cc1 (stereo not drawn)	4.4	-1.4	1.8	0.5	-6.4	6.1	2.5	-4.0	5.5	-6.7
Cc1ccc(-n2c(SCC(=O)NCCN3C(=O)CSC3=O)nnc2-c2ccccc2)cc1	6.5	6.7	-2.6	4.0	-6.0	2.7	6.4	-8.6	-1.6	-1.7
O=C(NC1CC1)c1cc(F)c(F)cc1Cl	0.5	-3.5	-3.3	4.8	1.5	0.1	-2.3	-6.4	8.3	1.1

# Screens (PubChem)
